Assay outcomes deposited in PubChem BioAssay by Sanford-Burnham Center for Chemical Genomics.
SENP1 FRET inh = blocks the human SENP1 SUMO protease catalytic domain; recombinant SENP1 catalytic domain, CyPet-SUMO1-YPet FRET cleavage; inhibition, % at 10 µM; 360,000 tested, 0.21% active; AID 624204;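 active means inhibition at least 30% at 10 µM, raw YFP signal under a set limit, fluorescence ratio 0.5 to 1.5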;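 further: 0% = enzyme with DMSO and 100% = no enzyme wells; some results filed as inactive read as strong as hits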
Target sequence (Q9P0U3 419-644 limits assumed): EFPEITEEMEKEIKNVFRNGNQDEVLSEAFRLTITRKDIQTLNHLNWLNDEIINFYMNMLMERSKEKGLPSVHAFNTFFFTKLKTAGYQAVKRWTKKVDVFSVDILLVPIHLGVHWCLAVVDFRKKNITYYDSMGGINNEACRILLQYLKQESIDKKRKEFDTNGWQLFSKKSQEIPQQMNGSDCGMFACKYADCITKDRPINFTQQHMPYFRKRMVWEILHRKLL
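Material: hSENP1 catalytic domain, recombinant; medium: Tris pH 8 with BME, BSA, NP40 and catalase; compound: single concentration of 10 µM compound, 0.5% DMSO final; technique: FRET read of cyan and yellow fluorescence; timing: 50 min enzyme reaction, room temperature, light-protected; reagent: SFCypet-SUMO1-SFYpet substrate at 25 nM; control set: no-enzyme low, enzyme-DMSO high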
APOBEC3G inh = APOBEC3G (human) deaminase inhibition. inhibition, % at 20 µM. 330,000 tested, 0.28% active. Q9HC16. recombinant A3G, ssDNA deamination FAM/TAMRA fluorescence;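 active means inhibition of at least 40% at 20 µM, with no more than 30% in the related APOBEC3A deaminase screen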;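 further: plate controls were DMSO wells with A3G for no effect and wells lacking A3G enzyme for full effect; some compounds called inactive have numbers as strong as hits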
NLRP3 yeast inh = NALP3 inhibition in yeast | inhibition, % at 10 µM | 330,000 tested, 0.39% active | Yeast reconstituted NLRP3/ASC/caspase-1, beta-gal luminescence, 24 h;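 active means inhibition of 50% or more; inactive means inhibition below 50%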;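 further: plate controls were induced DMSO wells for no effect and uninduced yeast grown without galactose for full effect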
A3A deaminase = human APOBEC3A DNA deaminase inhibition. recombinant A3A, FAM/TAMRA ssDNA deamination fluorescence. inhibition, % at 20 µM. 330,000 tested, 0.41% active;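 active means at least 40% inhibition at 20 µM here, with at most 30% in a related deaminase screen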;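 further: plate controls were A3A with DMSO for no effect and wells lacking A3A enzyme for full effect; some results filed as inactive read as strong as hits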
Target sequence (P31941 whole entry, looked up): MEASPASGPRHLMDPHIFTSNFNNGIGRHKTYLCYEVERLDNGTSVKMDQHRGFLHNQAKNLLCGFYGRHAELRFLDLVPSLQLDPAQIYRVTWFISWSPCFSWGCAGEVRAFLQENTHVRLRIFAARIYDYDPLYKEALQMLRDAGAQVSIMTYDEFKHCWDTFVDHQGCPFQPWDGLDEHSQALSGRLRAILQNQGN
mIAP activ = mouse IAP activation; muIAP, CDP-Star luminescence, 30 min; active compounds read high; 1 = vehicle-only enzyme signal, 0 = enzyme-free wells; activation factor at 10 µM; 330,000 tested, 0.24% active; AID 2805;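 active means activation factor of at least 2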; further: the source names both 10 and 20 µM as test concentration; values of inactives mirror those of a sister screen read the other way
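Assay system: mouse IAP enzyme / Compound: DMSO-dissolved test compounds / Timing: 30 min, room temperature / Measured by: luminescence from enzymatic CDP-Star hydrolysis / Control set: DMSO-only wells, enzyme-free buffer wells as negative control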
hIAP inh = blocks human intestinal alkaline phosphatase; inhibition, % at 10 µM; 330,000 tested, 0.12% active; P09923; purified IAP, CDP-Star luminescence, 30 min;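 active means inhibition reaching a set limit with compound at 10 µM in the primary screen, cut at about 35% in these data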;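 further: plate controls were DMSO wells with enzyme for no effect and no-enzyme buffer wells for full effect; values of inactives mirror those of a sister screen read the other way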
Target sequence (P09923 whole entry, looked up): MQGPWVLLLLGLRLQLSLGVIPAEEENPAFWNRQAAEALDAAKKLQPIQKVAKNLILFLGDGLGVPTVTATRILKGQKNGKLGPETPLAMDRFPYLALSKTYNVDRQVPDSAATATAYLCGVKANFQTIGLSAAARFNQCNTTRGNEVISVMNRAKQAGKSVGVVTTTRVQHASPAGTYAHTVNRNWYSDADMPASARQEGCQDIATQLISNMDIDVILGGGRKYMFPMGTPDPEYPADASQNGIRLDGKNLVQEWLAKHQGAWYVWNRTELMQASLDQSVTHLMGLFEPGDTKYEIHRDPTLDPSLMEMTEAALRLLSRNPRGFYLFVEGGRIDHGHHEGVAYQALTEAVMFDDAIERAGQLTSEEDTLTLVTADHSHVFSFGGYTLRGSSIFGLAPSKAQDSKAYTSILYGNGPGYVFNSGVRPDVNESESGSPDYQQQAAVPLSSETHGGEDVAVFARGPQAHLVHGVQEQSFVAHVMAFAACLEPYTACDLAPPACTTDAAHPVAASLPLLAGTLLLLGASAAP
hIAP activ = human IAP activation; 330,000 tested, 0.16% active; AID 2524; purified human IAP, CDP-Star luminescence, 30 min; active compounds read high; 1 = vehicle-only enzyme, 0 = enzyme-free background; activation factor at 10 µM; P09923;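 active means activation factor of the enzyme at least 2-fold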; further: the source names both 10 and 20 µM as test concentration; values of inactives mirror those of a sister screen read the other way
beta cell repl = MIN6 beta-cell proliferation induction | MIN6 cells proliferation, ATPlite luminescence, 48 h; cells starved in 0.2% serum; 100% = growth in 10% serum | proliferation, % at 10 µM | 330,000 tested, 0.29% active | AID 2380;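 active means compounds whose signal lies at least 3.5 SD above the mean of all wells on their plate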;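 further: 0% = DMSO-treated cells in low-serum medium and 100% = 10% serum control; some compounds called inactive have numbers as strong as hits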
mIAP inh = mouse IAP inhibition; 330,000 tested, 0.2% active; purified mouse IAP, CDP-Star luminescence, 30 min; inhibition, % at 10 µM; AID 2806;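 active means inhibition of at least 40% at 10 µM in the primary screen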;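 further: plate controls were DMSO with enzyme for no effect and no enzyme wells for full effect; values of inactives mirror those of a sister screen read the other way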
* hit, by the source's call; nt = not tested or not shown. Some of the compounds tested, so the mix of outcomes need not match the whole.

No.	Molecule	SENP1 FRET inh	APOBEC3G inh	NLRP3 yeast inh	A3A deaminase	mIAP activ	hIAP inh	hIAP activ	beta cell repl	mIAP inh
1	CSCCC(NC(=O)c1ccc([N+](=O)[O-])cc1Cl)C(=O)OC1CCCCC1=O (stereo not given)	-1.1	-6.0	20.0	0.9	0.975	4.4	0.956	-1.1	2.5
2	COc1ccc(C2NC(=O)N(C)C3=C2C(=O)CC(C)(C)C3)cc1OC (stereo not given)	-0.4	-2.1	12.3	-2.9	0.895	18.4	0.816	0.0	10.5
3	O=C(NC(=S)Nc1ccccn1)c1ccccc1	2.2	-5.2	26.2	-2.8	0.998	-3.3	1.03	-5.4	0.2
4	CCOCCCNS(=O)(=O)c1ccc2c(c1)CCN2C(C)=O	1.9	-0.4	16.2	0.2	0.97	4.7	0.953	0.1	3.0
5	C=CC[C@H](CC(=O)N(CCO)Cc1ccccc1)C(=O)NCCOC(=O)[C@H](CC=C)CC(=O)OC(C)(C)C	4.0	-9.3	-13.3	-2.8	1.07	1.5	0.985	-3.9	-7.1
6	Cc1ccc(S(C)(=O)=N/C=C2\C(=O)c3sccc3N(C)S2(=O)=O)cc1 (stereo not given)	-6.0	-10.9	7.0	-3.2	1.09	10.3	0.897	-1.2	-9.5
7	C/C=C/C=C/C(=O)N1CC2(CC(c3cccc(NC(=O)/C=C/C)c3)=NO2)C[C@@H]1C(N)=O (stereo not given in full)	-0.3	1.1	13.7	0.8	0.987	22.9	0.771	-1.6	1.3
8	Nc1nonc1-c1nc2ccccc2n1CC(=O)O	-1.1	-5.3	-3.9	-2.0	0.925	18.9	0.811	-1.4	7.5
9	O=C(Cc1ccccc1F)NCC(c1ccco1)N1CCCCC1 (stereo not given)	-1.6	-6.5	22.4	-4.8	0.927	-2.3	1.02	0.8	7.3
10	COc1ccc(-c2ccc3oc(-c4ccc(OC)cc4)c(C#CCO)c3c2)cc1	0.8	-12.4	14.2	-1.7	0.872	4.1	0.959	-6.2	12.8
11	Cc1cccc(NC(=O)c2ccc(C)c(S(=O)(=O)N3CCCCC3)c2)n1	-0.3	-7.6	-16.6	-1.4	0.939	1.1	0.989	5.5	6.1
12	CCN(c1cccc(C)c1)S(=O)(=O)c1ccc2c(c1)N(C(C)=O)CCS2	2.0	-1.1	15.2	-0.7	0.97	22.1	0.779	-1.3	3.0
13	CSc1nc(-c2ccccc2)nn1S(=O)(=O)c1ccc(Cl)cc1	2.0	-4.6	7.1	-1.1	0.817	-10.6	1.11	-5.4	18.3
14	Cc1nc2ccccc2c(=O)n1/N=C/c1ccc([N+](=O)[O-])o1	nt	-3.2	3.7	5.0	0.773	-14.6	1.15	-5.8	22.7
15	Cc1c(Cl)cccc1NS(=O)(=O)c1cccc2nsnc12	-0.1	-7.5	13.5	-6.1	1.1	2.8	0.972	-2.7	-9.6
16	CCCN(C(=O)CSCc1c(C)noc1C)c1c(N)n(Cc2ccccc2)c(=O)[nH]c1=O	-11.1	-7.4	-3.8	-2.4	0.974	-1.4	1.01	2.5	2.6
17	Oc1ccc(Cl)cc1CNCc1ccc(Cl)cc1	-5.8	0.6	20.6	6.5	0.985	-0.4	1	-6.2	1.5
18	CCN1C(=NCC2CC2)N[C@@H](c2cccc(C(F)(F)F)c2)C(C(=O)OC)=C1C	-20.5	8.2	12.7	55.6*	1.02	25.7	0.743	-6.3	-2.3
19	O=C(CN1C(=O)NC2(CCCCCCC2)C1=O)Nc1cccc(Br)c1	0.9	0.5	2.9	2.4	1.16	10.7	0.893	-5.2	-16.1
20	CC1CCCCC1NC(=O)CN1CCC(NC(=O)c2cccc(F)c2)CC1 (stereo not given)	-2.1	3.5	9.0	3.1	1.14	-9.2	1.09	-1.5	-13.6
21	O=C(Nc1cc(Cl)ccc1N1CCOCC1)C1=COCCO1	0.7	-4.9	8.0	-1.3	1.02	-9.2	1.09	1.8	-2.4
22	O=C(OCC(=O)N1CCOCC1)c1cc(S(=O)(=O)N2CCOCC2)c(Cl)cc1Cl	2.0	-8.7	-11.1	-5.6	0.998	21.1	0.789	-3.1	0.2
23	CCCCN1C(N)=NC[C@H]1Cc1ccc(O)cc1	-11.1	-5.4	11.8	-1.1	1.01	-19.1	1.19	-3.9	-0.7
24	Cc1[nH]c2ccccc2c1/C=N/NC(=O)CNC(=O)c1ccccc1	0.4	11.2	14.1	6.6	1.12	9.5	0.905	0.1	-12.1
25	Cc1ccc(NC(=O)C2CCN(S(=O)(=O)c3cccnc3)CC2)cc1C	4.2	-3.4	7.5	-0.1	1.03	8.1	0.919	2.0	-3.2
26	O=Nc1[nH]c(=O)c(/C=C(\O)c2ccccc2)nc1NO	-2.4	0.2	30.4	1.9	0.846	-113.3	2.13*	-2.3	15.4
27	CCOc1ccc(C(=O)Nc2ccc3c(c2)OCCO3)cc1	2.6	-7.8	25.0	-6.2	1.03	-0.8	1.01	-3.3	-3.4
28	COc1ccc(NC(=O)/C=C/c2ccc(F)cc2)cn1	0.5	-6.1	6.6	-5.8	1.01	1.5	0.985	-1.6	-0.6
29	COc1cc(C(=O)Nc2cccc(-c3nc4cc(C)ccc4o3)c2C)cc(OC)c1OC	-1.8	-3.9	6.3	3.9	1.06	-3.9	1.04	-2.9	-5.8
30	Cc1cccc(C(=O)c2ccccc2C(=O)O)c1	0.7	-5.6	6.5	-4.5	1.01	7.8	0.922	3.3	-1.1
31	CCCCn1c(N)c(N(CCC(C)C)C(=O)c2ccccc2C)c(=O)[nH]c1=O	0.1	14.4	19.2	5.3	1.02	2.7	0.973	3.2	-2.4
32	O=c1ccc(-c2n[nH]c(=S)n2-c2ccc(F)c(Cl)c2)n[nH]1	-1.3	18.4	-9.8	-7.0	0.887	7.4	0.925	-2.7	11.3
33	CC1(C)C2CCC1(CS(=O)(=O)NCc1ccc(S(N)(=O)=O)cc1)C(=O)C2 (stereo not given)	-0.2	-0.1	16.2	1.3	0.968	-1.8	1.02	1.5	3.2
34	Cc1cc(C)c(S(=O)(=O)NCCCN2CCOCC2)cc1Br	0.3	-0.5	4.8	1.4	0.934	-6.9	1.07	-2.1	6.6
35	CCc1ccc(CCC(=O)Nc2sc3c(c2C#N)CCCC3)o1	-9.5	-7.2	-9.0	-2.3	0.953	23.6	0.764	-4.3	4.7
36	CCn1c(NC)cc(=O)n(C)c1=O	-115.8	-2.3	-0.6	-0.9	0.955	2.5	0.975	0.5	4.5
37	O=C(N/N=C/c1ccc(F)cc1)c1cccc(NC(=O)c2ccccc2Cl)c1	-0.1	-8.8	16.6	-0.7	0.982	12.5	0.875	-5.0	1.8
38	Cc1cc(C(=O)N2CC(C)CC(C)C2)n(-c2ccccc2)n1 (stereo not given)	-0.2	-9.5	1.0	-1.8	1.02	-4.4	1.04	-3.2	-2.4
39	Cc1cc(NS(=O)(=O)c2ccc3c(c2)OCCO3)no1	1.8	-4.4	10.4	-1.6	1.03	-4.4	1.04	-2.3	-2.7
40	O=C(CSc1nnc(NC(=O)Cc2ccccc2)s1)NCc1ccco1	-1.5	0.2	-4.5	2.4	1	0.9	0.991	-1.6	-0.4
41	CCCCN(CCCNC(=O)c1ccc(CS(=O)(=O)c2c(Cl)cccc2Cl)o1)Cc1ccccc1	2.2	-2.9	8.3	0.3	0.913	-10.8	1.11	-5.2	8.7
42	CCCc1cc(=O)oc2cc(OC(C)C(=O)NCCCn3ccnc3)ccc12 (stereo not given)	1.1	-3.3	-7.3	-1.7	0.987	-12.5	1.12	-0.3	1.3
43	CC1C(=O)CCC1(C(=O)O)c1ccccc1 (stereo not given)	2.7	-4.3	8.2	-2.9	0.954	3.1	0.969	-1.7	4.6
44	Cc1cccn2c(=O)nc(SCC(=O)NCCc3ccccc3)nc12	1.5	-7.0	-0.5	-2.1	1.03	-6.9	1.07	-2.0	-2.8
45	COc1cccc(N=C2CC(C)(C)CC(=O)/C2=C(/O)c2ccccc2)c1	0.3	-4.5	9.5	2.1	0.966	6.0	0.94	-0.8	3.4
46	CCn1c(SCC(=O)NC2CCCC2)nnc1C(C)NC(=O)c1ccccc1F (stereo not given)	0.0	-15.9	19.0	0.3	0.932	-3.8	1.04	1.4	6.8
47	CCOC(=O)c1c(C)[nH]c(C(=O)CN2C(=O)NC(C)(c3ccc(C)cc3)C2=O)c1C (stereo not given)	-1.2	-5.6	-4.7	0.0	0.933	6.6	0.934	-2.9	6.7
48	COc1ccc(OC2OC3COC(C)(C)OC3C(O)C2NC(C)=O)cc1 (stereo not given)	-0.1	-3.9	4.8	-3.7	0.915	5.0	0.95	-1.1	8.5

In the list so far, 9 contain a Cl atom:
No.	Molecule	SENP1 FRET inh	APOBEC3G inh	NLRP3 yeast inh	A3A deaminase	mIAP activ	hIAP inh	hIAP activ	beta cell repl	mIAP inh
1	CSCCC(NC(=O)c1ccc([N+](=O)[O-])cc1Cl)C(=O)OC1CCCCC1=O (stereo not given)	-1.1	-6.0	20.0	0.9	0.975	4.4	0.956	-1.1	2.5
13	CSc1nc(-c2ccccc2)nn1S(=O)(=O)c1ccc(Cl)cc1	2.0	-4.6	7.1	-1.1	0.817	-10.6	1.11	-5.4	18.3
15	Cc1c(Cl)cccc1NS(=O)(=O)c1cccc2nsnc12	-0.1	-7.5	13.5	-6.1	1.1	2.8	0.972	-2.7	-9.6
17	Oc1ccc(Cl)cc1CNCc1ccc(Cl)cc1	-5.8	0.6	20.6	6.5	0.985	-0.4	1	-6.2	1.5
21	O=C(Nc1cc(Cl)ccc1N1CCOCC1)C1=COCCO1	0.7	-4.9	8.0	-1.3	1.02	-9.2	1.09	1.8	-2.4
22	O=C(OCC(=O)N1CCOCC1)c1cc(S(=O)(=O)N2CCOCC2)c(Cl)cc1Cl	2.0	-8.7	-11.1	-5.6	0.998	21.1	0.789	-3.1	0.2
32	O=c1ccc(-c2n[nH]c(=S)n2-c2ccc(F)c(Cl)c2)n[nH]1	-1.3	18.4	-9.8	-7.0	0.887	7.4	0.925	-2.7	11.3
37	O=C(N/N=C/c1ccc(F)cc1)c1cccc(NC(=O)c2ccccc2Cl)c1	-0.1	-8.8	16.6	-0.7	0.982	12.5	0.875	-5.0	1.8
41	CCCCN(CCCNC(=O)c1ccc(CS(=O)(=O)c2c(Cl)cccc2Cl)o1)Cc1ccccc1	2.2	-2.9	8.3	0.3	0.913	-10.8	1.11	-5.2	8.7
